Screening data from PubChem.
STAT1 act: STAT1 signaling activators, primary screen, cell-based, HTS, luciferase reporter; NIH 3T3 STAT1-luciferase reporter, IFN-gamma, luminescence; 100% = IFN-gamma alone, no compound; AID 932, 2007; 200,000 compounds, 2.6% hits; activation (% of control), % at 5.5 µM;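 active means activation above the screen-wide mean activation plus 3 SD, cut at about 130% in these data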;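 further: raw ratio to IFN-gamma control signal so 100% means no change and 0% no light; values of inactives mirror those of a sister screen read the other way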
APP 5'UTR act: activators of APP 5'UTR luciferase reporter, primary screen, SH-SY5Y cells | 190,000 compounds, 1% hits | activation, % at 2 µM | SH-SY5Y APP 5'UTR luciferase reporter, luminescence; zero percent = DMSO vehicle wells;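 active means activation above a set limit, based on mean plus 3 SD of controls, cut at about 140% in these data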; further: values of inactives mirror those of a sister screen read the other way
STAT3 blocker: IL-6 driven STAT3 reporter inhibitors, primary screen, U3A cells, luciferase, luminescence, MLSCN library. IL-6 STAT3-luciferase reporter; host cell line lacks STAT1. inhibition, % at 5.5 µM. 190,000 compounds, 0.89% hits;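 active means inhibition above the mean inhibition across all screened compounds plus 3 SD, cut at about 44% in these data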;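 further: 0% = DMSO only wells and 100% = 100 µM nifuroxazide control wells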
NF-kB neuron act: activators of NF-kB expression in neurons, primary screen, cell-based, HTS; human neuronal cells, NF-kB reporter expression; stronger effect = higher value; fold change at 12.5 µM; 190,000 compounds, 1.6% hits; in the data active means fold change above about 3.3
FLuc act counter: FLuc activators, initial screening, artefact control for FLuc-dependent activation tests, biochemical, ATPlite luminescence. Luciferin 4-monooxygenase (Photinus pyralis), P08659. activation factor at 10 µM. ATPlite luciferase biochemical, 10 min; 0 = ATP-free wells, 1 = DMSO control. 200,000 tested, under 10 active. AID 1027, 2008;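 active means luciferase activation factor, scaled between plate controls, of at least 2 with compound at 10 µM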
Target sequence (P08659 whole entry, looked up): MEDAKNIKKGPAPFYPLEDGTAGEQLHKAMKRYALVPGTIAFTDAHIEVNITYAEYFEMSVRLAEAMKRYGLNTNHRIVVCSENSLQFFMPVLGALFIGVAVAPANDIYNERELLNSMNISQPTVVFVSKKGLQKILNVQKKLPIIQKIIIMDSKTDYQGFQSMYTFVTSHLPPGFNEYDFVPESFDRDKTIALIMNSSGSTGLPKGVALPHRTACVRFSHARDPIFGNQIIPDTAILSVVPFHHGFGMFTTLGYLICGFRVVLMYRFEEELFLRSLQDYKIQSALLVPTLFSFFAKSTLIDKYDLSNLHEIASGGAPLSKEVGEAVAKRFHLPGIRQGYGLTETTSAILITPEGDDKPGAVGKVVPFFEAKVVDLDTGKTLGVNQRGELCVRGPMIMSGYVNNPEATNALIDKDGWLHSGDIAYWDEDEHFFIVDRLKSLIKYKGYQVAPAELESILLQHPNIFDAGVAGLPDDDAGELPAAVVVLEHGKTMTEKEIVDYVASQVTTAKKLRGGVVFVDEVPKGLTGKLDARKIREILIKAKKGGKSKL
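test system = cell-free luciferase reagent | medium = PBS as buffer for the ATP substrate | dosing = test compounds dosed from 2 mM stocks in 100% DMSO | incubation = 10 min at ambient temperature | detection = luminescence measurement of luciferase light output | benchmarks = low control with PBS replacing ATP, high control enzyme plus ATP without compound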
STAT3 activator: IL-6 driven STAT3 reporter potentiators, primary screen, U3A cells, luciferase, luminescence, MLSCN library. 190,000 compounds, 0.91% hits. activation (% of control), % at 5.6 µM. IL-6 STAT3-luciferase reporter; 100% = signal with IL-6 EC80 alone;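 active means activation above the screen-wide mean of compound activation plus 3 SD, cut at about 130% in these data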;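 further: 0% = background luminescence of wells with medium and substrate only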
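Test system: STAT3-luciferase reporter U3A cells; Detection: reporter luminescence signal; Times: 1 h compound pre-exposure, 6 h IL-6 stimulation, 37 °C; Benchmarks: IL-6-only high control; Also added: IL-6 stimulus at 33 ng/mL final.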
STAT1 inh: STAT1 signaling inhibitors, primary screen, cell-based, HTS, luciferase reporter. NIH 3T3 STAT1-luciferase reporter, IFN-gamma, luminescence. 200,000 compounds, 0.35% hits. AID 920, 2007. inhibition, % at 5.5 µM;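 active means inhibition above a set limit, the mean inhibition across all tested compounds plus 3 SD, cut at about 34% in these data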;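 further: 0% = IFN-gamma with DMSO and 100% = IFN-gamma with 300 µM nifuroxazide; values of inactives mirror those of a sister screen read the other way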
ROMK primary: ROMK potassium channel modulators, primary screen, cell-based, thallium flux, MLSMR library; 130,000 compounds, 2% hits; B-score at 10 µM; Tet-inducible ROMK, thallium flux fluorescence; actives lie on both sides; AID 1918, 2009;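 active means signal ratio slope over the read window, or its plate-corrected B-score, at least 3 SD from the plate mean, either direction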;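 further: B-score of the F/F0 ratio slope over 7 to 12 s after thallium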
Target sequence (P48048 whole entry, looked up): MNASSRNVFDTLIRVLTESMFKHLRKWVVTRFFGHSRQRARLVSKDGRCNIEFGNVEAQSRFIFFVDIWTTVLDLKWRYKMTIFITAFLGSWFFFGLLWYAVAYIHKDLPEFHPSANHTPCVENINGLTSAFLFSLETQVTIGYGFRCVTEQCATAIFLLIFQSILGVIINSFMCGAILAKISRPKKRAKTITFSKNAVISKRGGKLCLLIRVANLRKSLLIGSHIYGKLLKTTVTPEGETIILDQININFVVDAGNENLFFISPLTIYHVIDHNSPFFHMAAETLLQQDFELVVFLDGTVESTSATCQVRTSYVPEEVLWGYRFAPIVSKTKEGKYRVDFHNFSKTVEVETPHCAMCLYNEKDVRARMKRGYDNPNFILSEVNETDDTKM
APP 5UTR inh: inhibitors of APP translation via 5'UTR reporter, primary screen, APP 5'UTR luciferase, SH-SY5Y cells | SH-SY5Y APP 5'UTR-luciferase reporter, luminescence | inhibition, % at 2 µM | 190,000 compounds, 0.82% hits | AID 1285, 2008;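 active means inhibition above a set limit, derived from the sample mean plus 3 SD, cut at about 45% in these data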; further: values of inactives mirror those of a sister screen read the other way
FLuc inhib CS: firefly luciferase enzyme inhibitors, primary screen, artefact control for luciferase-based inhibitor screens, biochemical, luminescence, ATPLite | Luciferin 4-monooxygenase (Photinus pyralis), P08659 | 10 min | inhibition, % at 10 µM | 200,000 compounds, 1.5% hits | AID 1006, 2008;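 active means inhibition above about 50% when tested at 10 µM, limit read from the data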
* marks the source's active call; other numbers are inactive results; nt = no result given.

SMILES	STAT1 act	APP 5'UTR act	STAT3 blocker	NF-kB neuron act	FLuc act counter	STAT3 activator	STAT1 inh	ROMK primary	APP 5UTR inh	FLuc inhib CS
N/C(Cc1ccccc1)=N\OC(=O)c1cccc2ccccc12	103	4	26	0.75	1	80	-4	-1.5	-4	-3
Cc1ccc(N=Nc2c(N)[nH]n3c(=O)c4c(nc23)CCCC4)cc1	110	-4	22	0.79	1.1	83	-11	nt	4	-6
CSc1nc(N(C)C)c2ccccc2n1	105	16	10	1.1	1	99	-5	-1	-16	1
COC(=O)[C@H](Cc1ccccc1)NC(=O)NCc1cccs1	104	-14	4	1.1	1.1	99	-4	nt	14	-6
COc1ccc(Nc2nc(N3CCN(C)CC3)nc3ccccc23)c(OC)c1	98	17	7	1	1	94	2	nt	-17	-1
CNC(=O)c1[nH]cnc1C(=O)Nc1ccccn1	104	-5	20	1	1	85	-6	2.3	5	-4
Nn1c(SCC(=O)N2CCN(S(=O)(=O)c3ccccc3)CC2)nnc1-c1cccs1	101	11	-2	1.1	1	104	-1	nt	-11	-4
CCC(=O)Nc1ccc(NC(=O)c2ccccc2Cl)nc1	116	18	2	2.9	0.9	101	-17	0.32	-18	12
CCOC(=O)C(CC)Sc1ncnc2c1nnn2-c1ccc(F)cc1 (configuration not stated)	115	16	13	1.5	1	89	-17	-0.3	-16	0
CCCCCCCNc1nc(Cl)nc(NCCO)n1	96	1	-1	0.98	1	108	3	-0.27	-1	-2
O=C(Cn1[nH]c(=O)c2ccccc2c1=O)Nc1ccc2c(c1)CCC2	113	1	6	1.2	1.1	101	-13	nt	-1	-7
CCOC(=O)CCc1c(C)c(C#N)c2nc3ccccc3n2c1-n1ccnc1C	99	10	8	1	1.1	96	1	-0.077	-10	-7
Cc1cc(C(=O)CSc2nc3ccccc3c(=O)[nH]2)c(C)n1CC1CCCO1 (configuration not stated)	114	103	20	1.2	0.7	85	-16	-1.3	-103	28
O=C(O)c1cnn(-c2ccccc2)c1-c1ccccc1	100	6	1	1.2	1	99	-2	0.32	-6	-3
COc1ccc(S(=O)(=O)Nc2nc3c(s2)CCCC3)cc1	102	11	14	1	1	95	-2	0.021	-11	-2
Cc1cc(C)n(-c2nc3c(c(=O)[nH]c(=O)n3C)n2CC(C)C)n1	101	11	9	1.4	1	96	-1	nt	-11	-2
O=C(CSc1nnc(Cc2cccs2)n1C1CCCCC1)N1CCCc2ccccc21	98	13	0	0.53	1	107	2	nt	-14	1
O=C(Nn1c(-c2ccncc2)nc2ccccc2c1=O)c1ccc([N+](=O)[O-])cc1Cl	90	0	19	1.1	1	86	10	0.022	0	-2
CC(=O)N1c2ccc([N+](=O)[O-])cc2NC(=O)CC1C (configuration not stated)	105	14	-2	0.87	1	102	-6	-0.61	-14	-5
COc1cc(N)c(Cc2nccc3cc(OC)c(OC)cc23)cc1OC	88	6	10	0.86	1.1	93	13	-0.34	-6	-6
CN1CCN(C(=O)C2=C[C@@H](C3CC3)C[C@@H](OCc3ccc(CO)cc3)O2)CC1	98	-5	nt	1.1	1	nt	4	nt	5	-4
CCCN(CC1CC1)C(=S)NC(=O)c1ccc(S(=O)(=O)N2CCOCC2)cc1	104	0	9	1.1	1	99	-6	-1.1	0	-3
COc1ccc2ccccc2c1C1CC(=O)N2CN(Cc3ccco3)CSC2=C1C#N (configuration not stated)	88	-4	1	1	0.9	103	13	nt	4	10
Cc1ccc(NC(=O)c2ccccc2NS(=O)(=O)c2ccc(Cl)s2)cc1	79	-12	19	0.42	1	82	24	0.002	12	2
COc1cc(C2C=C(c3cccs3)Nc3ncnn32)cc(OC)c1OC (configuration not stated)	93	13	2	1.3	1.1	100	7	nt	-13	-5
CCOc1ccc(CN2CCN(C(=O)c3cccc(F)c3)CC2)cc1	101	2	17	1.3	1	88	3	-0.088	-2	-4
Cc1oc(-c2cccc(C(F)(F)F)c2)nc1CN1CCN(c2ccccn2)CC1	99	-2	0	1.1	1	102	-1	-0.49	2	-4
CCOC(=O)C1CCCN(C(=O)c2cn(CC(C)C)c(=O)c3cc(OC)c(OC)cc23)C1 (configuration not stated)	111	18	2	0.89	1.1	102	-12	0.51	-18	-10
C=CCn1c(=O)c(C(=O)NCCN(CC)CC)c(O)c2ccccc21	97	2	5	1.2	1.1	100	3	-0.51	-2	-6
COc1ccc2c(c1OC)C(=O)OC2CC(=O)c1ccc(O)c(O)c1 (configuration not stated)	101	-3	-4	0.92	1	108	-1	-0.0062	3	-3
CC(=O)OCC1=C(C(=O)O)N2C(=O)C(NC(=O)c3ccc(COc4c(C)cccc4Cl)o3)C2SC1 (configuration not stated)	108	16	0	nt	1.1	105	-9	0.31	-16	-6
Cc1occc1C(=O)Nc1cccc(Cn2cccn2)c1	110	-8	7	1.3	1	97	-10	0.002	8	-4
Cc1cccc(OCCNc2cc(N3CCN(C)CC3)ccc2[N+](=O)[O-])c1	107	-15	-5	0.89	1	105	-8	-1.6	15	-2
Cc1[nH]c2ccc(-c3n[nH]c(=S)n3-c3ccc(Br)cc3)cc2c1C	104	14	4	2.1	1.1	99	-6	-0.18	-14	-6
Fc1ccccc1Cc1noc(CN2CCN(c3ccc(Cl)cn3)CC2)n1	95	-4	6	1.3	1.1	105	5	-1.2	4	-8
COCCNC(=S)N/N=C(\C)c1cccc(OC)c1	100	5	14	1.2	1	90	-3	-0.44	-5	0
CC(C)NC(=O)NC(=O)COc1c(F)c(F)cc(F)c1F	93	7	12	1.1	1.1	95	7	-0.47	-7	-7
COc1ccc(NC(=O)COC(=O)[C@@H]2CCCN2C(=O)c2cccs2)cc1	102	11	4	1.2	1.1	96	-3	-1.4	-11	-6
CCOC(=O)C1CCN(c2c(NC3CCCc4ccccc43)c(=O)c2=O)CC1 (configuration not stated)	101	8	8	0.97	1	98	-2	nt	-8	-1
O=C(Cn1nnc2ccccc2c1=O)Nc1cccc(S(=O)(=O)N2CCOCC2)c1	83	-9	0	1.1	1.1	100	18	0.31	9	-6
CCC(C)n1c(SCC(=O)NC(=O)Nc2ccc3c(c2)OCCO3)nc2ccccc2c1=O (configuration not stated)	106	9	11	0.94	1	95	-7	-0.53	-9	-5
COCCNC(=O)c1c[nH]c2ccc(S(=O)(=O)N3CCc4ccccc43)cc2c1=O	76	-3	36	0.76	1.1	76	26	0.29	3	-8
CCN1C(=O)/C(=C2\SC(=S)N(CC3CCCO3)C2=O)c2ccccc21 (configuration not stated)	94	16	8	1.3	1	98	6	nt	-16	-4
COCCCNCCCCSc1ccc(Cl)cc1	97	-5	6	1.1	1	98	3	-1.7	5	-2
COc1cc(NS(=O)(=O)c2cccc3nsnc23)cc(OC)c1	100	20	10	1.4	1	96	0	1	-20	0
Cc1cccc(Nc2nnc(SCC(=O)NCc3cccs3)s2)c1C	105	-12	10	0.98	1	94	-6	nt	12	-4
CC(=O)c1ccc(NC(=O)COC(=O)CCC(=O)c2cccs2)cc1	99	25	2	1	1	100	1	nt	-25	-4
O=C(Cn1cnc2ccccc2c1=O)Nc1nnc(SCc2ccccc2)s1	99	-2	0	1	1	106	2	0.36	2	-1
O=C(NCC(=O)N(Cc1ccco1)C(C(=O)NC1CCCC1)c1ccncc1)c1cccs1 (configuration not stated)	103	11	-3	1.2	1	104	-4	0.74	-11	-3
COc1ccc(CN2CCN(CCC(C)C)C(CCO)C2)cc1Cn1cccn1 (configuration not stated)	99	-11	5	1	1	102	-1	nt	11	-3

Next part:
SMILES	STAT1 act	APP 5'UTR act	STAT3 blocker	NF-kB neuron act	FLuc act counter	STAT3 activator	STAT1 inh	ROMK primary	APP 5UTR inh	FLuc inhib CS
CCc1ccccc1-n1c(SCC(=O)NC)nnc1-c1cccnc1	100	2	21	1.1	1	91	0	nt	-2	4
CCC(Oc1ccccc1)C(=O)NCc1ccc(S(N)(=O)=O)cc1 (configuration not stated)	98	4	3	1.2	1.1	100	3	0	-4	-7
OCCC1CN(Cc2cnc(-c3ccccc3)s2)CCN1C1CCCCC1 (configuration not stated)	102	-5	9	0.93	1	97	-4	0.1	5	-4
COC(=O)c1ccc(CNC(=O)COC(=O)Cc2ccsc2)cc1	99	1	3	1.1	1.1	101	-2	0.23	-1	-6
O=C(Cc1ccc(Cl)cc1)NCc1nc(-c2ccccc2)no1	100	8	4	1	1	105	1	0.012	-8	-3
COc1ccccc1N1CCN(CC(O)COc2ccc(S(=O)(=O)N3CCOCC3)cc2)CC1 (configuration not stated)	83	13	11	0.83	1.1	92	19	-0.034	-13	-9
CC1CN(c2nnc(NC(=O)c3ccccc3)s2)CC(C)O1 (configuration not stated)	116	12	21	1.5	1.1	86	-15	0.57	-12	-5
COC(=O)Cc1ccc(NC(=O)c2cccs2)cc1	114	45	2	2.3	0.8	101	-15	nt	-45	22
COc1ccc2nc(NC(=O)CCNC(=O)c3ccccc3Cl)sc2c1	107	10	4	1.6	0.9	98	-9	0.57	-10	11
CN(C)S(=O)(=O)c1ccc(N2CCCC2)c(C(=O)Nc2nc(-c3ccc(F)cc3)cs2)c1	106	11	-14	0.82	1	112	-7	0.015	-11	-1
O=C(COC(=O)c1c2c(nc3ccccc13)CCN(Cc1ccccc1)C2)Nc1c(F)cccc1F	102	-4	1	0.31	1	97	0	0.1	4	-2
COCC(=O)N(Cc1nc2ccccc2c(=O)[nH]1)Cc1cccs1	99	-11	-10	1.4	1.1	112	1	nt	11	-7
C/C(N)=C(/C#N)C(=O)CSc1nnc(-c2ccccc2Br)o1	138*	198*	23	5.5*	1	85	-41	-0.55	-198	0
COc1cccc(-n2c(-c3cccc(S(=O)(=O)N(C)C)c3)n[nH]c2=S)c1	82	8	4	1.2	0.9	98	19	-0.21	-8	9
Cc1ccc(NC(=O)C2CCN(S(=O)(=O)c3c(C)noc3C)CC2)cc1C	101	-4	7	1	1.1	96	-2	0.32	4	-6

Full records as entered above. Order of values: STAT1 act | APP 5'UTR act | STAT3 blocker | NF-kB neuron act | FLuc act counter | STAT3 activator | STAT1 inh | ROMK primary | APP 5UTR inh | FLuc inhib CS
COCC(=O)N(Cc1nc2ccccc2c(=O)[nH]1)Cc1cccs1 is listed as 99 | -11 | -10 | 1.4 | 1.1 | 112 | 1 | nt | 11 | -7
COc1cccc(-n2c(-c3cccc(S(=O)(=O)N(C)C)c3)n[nH]c2=S)c1 is listed as 82 | 8 | 4 | 1.2 | 0.9 | 98 | 19 | -0.21 | -8 | 9
Cc1ccc(NC(=O)C2CCN(S(=O)(=O)c3c(C)noc3C)CC2)cc1C is listed as 101 | -4 | 7 | 1 | 1.1 | 96 | -2 | 0.32 | 4 | -6
